miR122 inh – blocks miR-122 activity in Huh7 sensor cells. Huh7 miR-122 Renilla luciferase sensor, 48 h; neutral wells = 0, positive control = 100. activation (reporter increase), % at 12.5 µM. AID 602342. hit rate 0.3% among 340,000;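 active = mean replicate activation score at least 90 and every replicate individually at or above 90; inconclusive = only one of the two criteria met; inactive = neither criterion met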;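 note: higher luciferase means less miR-122 activity so hits act as miR-122 inhibitors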
PGC1a acetyl inh – lowers PGC1a acetylation signal in U2OS cells | AlphaScreen anti-acetyl-lysine; with virally co-expressed GCN5 acetyltransferase | inhibition, % at 15.6 µM | hit rate 0.17% among 350,000;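 active = every replicate shows inhibition of at least 40%; inconclusive = mean inhibition at least 40% but some replicate below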;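 note: 0% = neutral control wells and 100% = positive control wells; some results beyond the cut were filed as inactive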
ERAP1 HTS inh – blocks human ERAP1 aminopeptidase activity | AID 652197 | hit rate 0.15% among 340,000 | Q9NZ08 | inhibition, % at 10.7 µM | recombinant ERAP1, Leu-AMC fluorescence, 60 min;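 active = mean replicate inhibition of at least 30%, or all replicates individually reaching that 30% level; inactive = mean below 30% and not every replicate reaching it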;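 note: 0% = neutral control wells and 100% = L-leucinethiol positive control wells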
Target sequence (Q9NZ08 whole entry, looked up): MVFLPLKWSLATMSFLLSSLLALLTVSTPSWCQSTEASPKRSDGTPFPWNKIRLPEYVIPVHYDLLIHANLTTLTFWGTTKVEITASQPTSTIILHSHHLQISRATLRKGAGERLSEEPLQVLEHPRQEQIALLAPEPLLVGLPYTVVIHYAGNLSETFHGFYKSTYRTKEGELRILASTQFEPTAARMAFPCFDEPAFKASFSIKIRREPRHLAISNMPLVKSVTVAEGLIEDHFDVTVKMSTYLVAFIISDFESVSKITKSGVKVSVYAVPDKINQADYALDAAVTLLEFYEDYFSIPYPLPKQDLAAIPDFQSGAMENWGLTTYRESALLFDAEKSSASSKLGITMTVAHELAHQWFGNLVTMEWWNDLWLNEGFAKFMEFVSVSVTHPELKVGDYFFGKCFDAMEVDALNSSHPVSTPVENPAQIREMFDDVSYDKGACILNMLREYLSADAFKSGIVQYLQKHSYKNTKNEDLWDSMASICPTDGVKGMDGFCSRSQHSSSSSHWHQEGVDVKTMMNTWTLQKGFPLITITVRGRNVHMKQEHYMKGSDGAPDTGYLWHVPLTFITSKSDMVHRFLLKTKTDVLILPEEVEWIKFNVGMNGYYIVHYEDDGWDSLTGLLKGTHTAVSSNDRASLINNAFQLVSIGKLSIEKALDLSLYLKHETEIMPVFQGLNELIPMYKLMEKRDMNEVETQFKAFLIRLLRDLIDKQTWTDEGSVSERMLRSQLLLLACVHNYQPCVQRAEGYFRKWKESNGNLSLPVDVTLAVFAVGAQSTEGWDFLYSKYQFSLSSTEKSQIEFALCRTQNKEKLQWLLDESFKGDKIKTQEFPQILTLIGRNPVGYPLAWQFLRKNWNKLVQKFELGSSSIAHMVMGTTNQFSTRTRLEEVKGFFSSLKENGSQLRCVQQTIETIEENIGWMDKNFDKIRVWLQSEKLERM
E-selectin induc – induces E-selectin expression in human endothelial cells. P16581. HUVEC E-selectin immunofluorescence imaging; normalized: neutral wells 0, TNF-alpha wells 100. activation, % at 7.58 µM. hit rate 0.37% among 260,000;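 active = mean E-selectin-positive cell signal at least 10% of the positive control, reached in at least 60% of replicates, without over 20% cell loss; inconclusive = no rule given, readout overlaps actives, possibly toxicity-flagged; inactive = the rest, including those meeting only one limit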;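 note: in these data hits start at about 27%; measured in HUVEC primary endothelial cells; signal is the percent of cells scored E-selectin positive by PE staining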
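assay system = HUVEC, human umbilical vein endothelial cells | input = 3,000 HUVEC seeded per well | medium = EGM-2 growth medium on 0.1% gelatin-coated wells | dosing = one compound dose added by pin transfer | signal = immunofluorescence imaging | read-out basis = % PE-positive cells | control set = TNF-alpha, DMSO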
RAD52 inh – RAD52 (human) annealing inhibition; hit rate 0.46% among 360,000; inhibition, % at 18.7 µM; AID 651710; P43351; recombinant RAD52 DNA annealing, FRET fluorescence;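 active = every replicate showing at least 50% inhibition; inconclusive = mean inhibition at least 50% but not in every replicate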
PglD inh – PglD (C. jejuni) enzyme inhibition; inhibition, % at 12.5 µM; purified PglD enzyme, DTNB colorimetric CoA detection; hit rate 0.098% among 360,000; in the data active = inhibition above about 16%, passing the limit was not always enough; inconclusive = no clear call, values can overlap the other calls; note: strong numbers were not always called active
RAD54 branch – blocks human RAD54 Holliday junction branch migration; FAM/BHQ fluorescence; AID 602329; hit rate 0.14% among 360,000; inhibition, % at 10.4 µM;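 active = mean normalized replicate activity at least 40 and at least half of replicates scoring 40 or more; inconclusive = only one of the two criteria met; inactive = mean below 40 and under half of replicates reaching 40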;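 note: 0% = median of neutral control wells and 100% = median of positive control wells; inhibitors cause a drop in the FAM fluorescence signal; in these data hits start at about 50%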
Cneo AK release – causes C. neoformans cell lysis; adenylate kinase release luminescence, 4 h; normalised: neutral wells 0, clomiphene wells 100; lysis activity, % at 15 µM; hit rate 0.2% among 360,000; AID 651654;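 active = mean lysis activity across replicates of at least 80%, whatever share of replicates individually reach that level; inactive = mean lysis activity below 80%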
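read-out = cell lysis signal | test system = log-phase Cryptococcus neoformans yeast cells | input = cells at 5 × 10^6 per mL | medium = fresh YPD growth medium | signal = luminescent adenylate kinase detection reagent | timing = 4 h at 37 °C static, read 1 h later | dosing = single dose | controls = Clomiphene as positive lysis control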
Starred values were filed as active, the others as inactive; ? = inconclusive; nt = no result given; [ ] = remark or other dose.

SMILES	miR122 inh	PGC1a acetyl inh	ERAP1 HTS inh	E-selectin induc	RAD52 inh	PglD inh	RAD54 branch	Cneo AK release
CCOC(=O)c1c(C)[nH]c(C)c1C(=O)COC(=O)c1ccc(OC)cc1	nt	-20	2	3.2	-19	nt	nt	nt
CCOC(=O)c1cnc(SCC(=O)N2CCc3ccccc32)nc1N	2	-2	nt	nt	nt	-3	-2	0
CCCN(CCC)CCSc1nc(O)c(C(C)C)c(=O)[nH]1	-1	nt	nt	nt	nt	3	12	3
CCOc1c(C)cc(S(=O)(=O)NCc2cccnc2)c(C)c1C	35	0	-3	nt	2	-4	3	0
CCNC(=O)C[C@H]1CC[C@H]2[C@@H](COc3ccc(NC(=O)Nc4c(C)noc4C)cc3C(=O)N2C)O1	-1[16.7 µM]	6	-1	0.2	6	-1	7	-1
C[C@H](CO)N1C[C@H](C)[C@@H](CN(C)S(=O)(=O)c2ccc(F)cc2)OCCCC[C@H](C)Oc2ccc(NS(=O)(=O)c3cccs3)cc2C1=O	1[16.7 µM]	-20	2	1.3	-72	0	2	-1
Cc1cccc(N(CC(N)=O)C2SC(=O)NC2=O)c1 (stereo not given)	9	3	nt	nt	nt	1	-8	4
Cc1ccc(-c2nnn(CC(=O)NCCc3ccc4c(c3)OCO4)n2)o1	-5	nt	nt	nt	nt	-10	1	-1
CCC(=O)NC(=S)Nc1ccc(S(=O)(=O)NC2CCCCC2)cc1	?	nt	2	-0.2	-6	1	2	0
O=C(N/N=C/C1CC2CCC1C2)C1CC1 (stereo not given)	-1	nt	-6	-0.1	-8	-3	13	-1
CCS(=O)(=O)Nc1cc(OC)c(OC)cc1Cc1nccc2cc(OC)c(OC)cc12	-10	0	3	1.1	2	-2	-1	2
O=C(COc1ccc(S(=O)(=O)N2CCCCC2)cc1)N1CCCCCC1	4	-16	nt	nt	nt	21*	-1	1
C[C@@H]1CCCCO[C@H](CN(C)Cc2ccncc2)[C@H](C)CN([C@H](C)CO)C(=O)c2cc(NC(=O)Nc3cccc4ccccc34)ccc2O1	-1[16.7 µM]	9	0	-0.1	26	0	-9	-1
O=C(NC1CCCC1)C(c1ccncc1)N(C(=O)c1csnn1)c1cccc(Cl)c1 (stereo not given)	nt	nt	-1	nt	-10	0	6	-3
CCS(=O)(=O)N1Cc2ccccc2CC1C(=O)Nc1nc2ccc(F)cc2s1 (stereo not given)	0	-8	3	nt	-41	1	3	6
CC(=O)Nc1cccc(-c2csc(Nc3ccc(C)cn3)n2)c1	7	-13	nt	0.9	nt	4	1	-17
C[C@H]1CN([C@@H](C)CO)C(=O)c2cccc(NC(=O)C3CC3)c2O[C@@H]1CN(C)Cc1ccc2c(c1)OCO2	61[16.7 µM]	-5	-2	-0.1	3	1	5	-2
NC1=NC(=O)/C(=C/c2cn(CCC(=O)O)nc2-c2ccc(F)cc2)S1	-5	2	3	0.2	-43	-9	-5	0
COCC(=O)Nc1ccc2c(c1)[C@@H]1C[C@H](CC(=O)NCc3ccccn3)O[C@@H](CO)[C@@H]1O2	-2[16.7 µM]	-3	2	-0.4	4	2	-10	2
CCCCc1nc(N)c(C#N)c(-c2ccco2)c1CCC	-4	-23	0	nt	-20	-4	6	2
Cc1cc(C(=O)CSc2ncccn2)c(C)n1-c1cccc(F)c1	0	5	nt	-0.3	nt	-3	-5	1
COc1ccc(S(=O)(=O)N2CCCCC2)cc1NC(=O)CN(C)C1CCCCC1	-8	-2	3	1.7	-1	-5	-4	4
CCC(=O)N1CCCCN2[C@H](CO)[C@@H](c3ccc(/C=C/c4ccccc4)cc3)[C@@H]2C1	-3[16.7 µM]	-6	-1	-0.3	-19	1	-7	0
CC(=O)NC(c1cccc(F)c1)c1nc(-c2ccccc2)cs1 (stereo not given)	-2	-8	5	4.3	6	9	-1	0
O=C(Nc1ccc2c(c1)OCCO2)C(=O)c1c[nH]c2ccccc12	nt	nt	-1	0.3	-14	6	2	-14
CCOC(=O)c1c(NC(=O)/C=C\C(=O)O)sc(C)c1-c1ccccc1	4	12	2	nt	-22	nt	nt	nt
CC(=O)OC1CCC2(C)C(CCC3C2CC(=O)C2(C)C3CC(C(C(C)=O)C(C)=O)C2C(C)=O)C1 (stereo not given)	nt	4	2	-0.1	1	-2	1	0
CC1=C([N+](=O)[O-])C(c2ccccc2)NC(=O)N1 (stereo not given)	2	2	3	-0.1	2	-2	-7	1
CS(=O)(=O)N1C[C@H](O)COC[C@@H]2O[C@H](CC(=O)NCc3ccc(-c4ccccc4)cc3)CC[C@H]21	-2[16.7 µM]	8	-1	0.3	58*	1	0	-2
COc1ccc(CCC2=NCCN2C(CC(C)C)c2nc3ccccc3[nH]2)cc1 (stereo not given)	4	5	-3	-0.1	-2	-1	1	-15
CCCC(C)C(=O)Nc1ccc(S(N)(=O)=O)cc1 (stereo not given)	2	6	-6	nt	-20	nt	nt	nt
COc1cccc(Nc2nnc(SCN3C(=O)c4ccccc4C3=O)s2)c1	4	-2	3	nt	-5	0	2	-1
O=C(Nc1ccc(OC(F)F)cc1)c1cc(S(=O)(=O)N2CCCCC2)ccc1N1CCOCC1	1	-3	4	nt	-13	-2	8	-2
COc1ccc(NS(=O)(=O)c2cccc(C(=O)NN=Cc3cc(Br)c(O)c(Br)c3)c2)cc1	-4	-3	2	-0.1	-11	1	-10	1
C=CCn1c(SCC(=O)c2ccc(O)c(O)c2)nnc1-c1cccc(C)c1	-15	-5	5	0.6	-25	9	-2	1
O=C(O)[C@@H]1CCCN1C(=O)c1ccco1	0	-6	1	-1.0	-12	7	-6	0
C[C@@H]1CN([C@H](C)CO)C(=O)c2cc(NC(=O)NC3CCCCC3)ccc2O[C@@H](C)CCCCO[C@H]1CN(C)C(=O)c1ccncc1	4[16.7 µM]	-10	nt	-0.2	nt	2	-3	-15
CCN1CCN(c2nc(Nc3ccc(OC)cc3)nc(N)c2[N+](=O)[O-])CC1	-4	-3	nt	nt	-11	-6	11	1
CCCCNc1cc(=O)n(C)c(=O)[nH]1	12	3	1	nt	-8	0	-2	4
CCCCSc1nnc(NC(=O)CCc2ccccc2)s1	-6	-1	nt	nt	nt	-1	-4	1
CC(=O)C1=CCC(c2ccc(Cl)cc2)N(S(=O)(=O)c2ccccc2C)C1 (stereo not given)	-2	14	9	-0.2	6	6	-8	-2
CCOC(=O)C(NC(=O)c1ccc(OC)cc1)(Nc1cc(C)on1)C(F)(F)F (stereo not given)	4	-5	nt	nt	nt	-4	0	1
COc1ccccc1CN(C)C(=O)c1cc(C)nc2ccccc12	nt	nt	-6	0.1	-4	-1	-4	-2
CCC(=O)NNc1cccc(Cl)n1	-4	-6	nt	nt	nt	0	-5	-2
O=S(=O)(Nc1ccc(-c2nc3cccnc3s2)cc1)c1cccs1	nt	nt	-11	nt	-6	-3	-6	0
CCCc1nc2ccccc2c(=O)n1-c1ccc(C(=O)OCC)cc1	nt	-3	2	0.0	-12	nt	nt	nt
CN(c1ccccc1)S(=O)(=O)c1cccc(C(=O)Nc2nn[nH]n2)c1	5	-2	-2	?	-14	7	-8	-1
Cc1cccn2c(N)c(-c3ccccc3)nc12	8	0	nt	nt	nt	-3	-5	-5
Cc1ccccc1NC(=O)COC(=O)c1cccc(S(=O)(=O)N2CCCCC2)c1	nt	-2	3	5.7	-3	nt	nt	nt
COc1ccc(C2=NS(=O)(=O)N(C)C(C(=O)Nc3ccc(F)cc3F)=C2)cc1	0	-7	0	0.0	-22	3	-4	-1
CCOC(=O)C1C(=O)C=C(c2ccc(C)cc2)CC1c1cccc([N+](=O)[O-])c1 (stereo not given)	35	2	-1	-0.1	-28	7	-4	1
CC1CCCCC1NC(=O)COC(=O)c1ccc2ccccc2n1 (stereo not given)	0	6	-1	0.1	-46	4	-9	-3
CC1(C(=O)Nc2ccc(Cl)c(Cl)c2)CCN1C(=O)Cc1cccc2ccccc12 (stereo not given)	2	-6	1	-4.4	-5	-2	-2	0
O=C(Cc1ccccn1)N1[C@@H]2CNc3ccccc3[C@@H]2[C@@H]1CO	0[16.7 µM]	8	3	0.2	-43	1	4	0
COCC(=O)N1[C@H](C#N)[C@H](c2ccccc2-c2ccc(C)cc2)[C@H]1CO	nt	-8	0	0.0	13	nt	nt	nt
O=C(NCCOc1ccccc1Cl)c1cc(F)c(F)cc1Cl	-3	-1	-3	nt	1	12	2	-9
CC1CCN(C(C)C(=O)Nc2ccc(S(=O)(=O)N3CCCC3)cc2)CC1 (stereo not given)	-4	7	-5	-0.7	-11	0	-9	-1
Cc1ccc2nc(-c3ccc(NC(=O)CCN4C(=O)c5ccccc5C4=O)cc3)sc2c1	-3	4	-3	0.0	-15	-2	5	-17
CC(=O)c1c(C)nc2ccccn12	-5	-6	2	nt	-8	1	-10	-1
CCCS(=O)(=O)NC(=O)C1(C)CCCN(C(=O)c2cc(OC)c(OC)c(OC)c2)C1 (stereo not given)	-5	3	-1	-0.2	5	-2	-6	1
O=C(CNC(=O)c1ccc(Br)o1)NCc1ccc2c(c1)OCO2	-3	10	nt	nt	nt	3	6	2
Cc1noc(C)c1NC(=O)Nc1ccc2c(c1)CC(=O)N([C@@H](C)CO)C[C@H](C)[C@@H](CN(C)S(C)(=O)=O)O2	5[16.7 µM]	2	nt	-9.0	nt	4	-1	0

Among those listed so far, these have fluorine:
SMILES	miR122 inh	PGC1a acetyl inh	ERAP1 HTS inh	E-selectin induc	RAD52 inh	PglD inh	RAD54 branch	Cneo AK release
C[C@H](CO)N1C[C@H](C)[C@@H](CN(C)S(=O)(=O)c2ccc(F)cc2)OCCCC[C@H](C)Oc2ccc(NS(=O)(=O)c3cccs3)cc2C1=O	1[16.7 µM]	-20	2	1.3	-72	0	2	-1
CCS(=O)(=O)N1Cc2ccccc2CC1C(=O)Nc1nc2ccc(F)cc2s1 (stereo not given)	0	-8	3	nt	-41	1	3	6
NC1=NC(=O)/C(=C/c2cn(CCC(=O)O)nc2-c2ccc(F)cc2)S1	-5	2	3	0.2	-43	-9	-5	0
Cc1cc(C(=O)CSc2ncccn2)c(C)n1-c1cccc(F)c1	0	5	nt	-0.3	nt	-3	-5	1
CC(=O)NC(c1cccc(F)c1)c1nc(-c2ccccc2)cs1 (stereo not given)	-2	-8	5	4.3	6	9	-1	0
O=C(Nc1ccc(OC(F)F)cc1)c1cc(S(=O)(=O)N2CCCCC2)ccc1N1CCOCC1	1	-3	4	nt	-13	-2	8	-2
CCOC(=O)C(NC(=O)c1ccc(OC)cc1)(Nc1cc(C)on1)C(F)(F)F (stereo not given)	4	-5	nt	nt	nt	-4	0	1
COc1ccc(C2=NS(=O)(=O)N(C)C(C(=O)Nc3ccc(F)cc3F)=C2)cc1	0	-7	0	0.0	-22	3	-4	-1
O=C(NCCOc1ccccc1Cl)c1cc(F)c(F)cc1Cl	-3	-1	-3	nt	1	12	2	-9
